# Source: PubChem (Broad Institute)
# KDM4C inh: blocks human GASC-1 (KDM4C) demethylase activity; GST-KDM4C 2-372, H3K9me3 peptide, LANCE TR-FRET; inhibition, % at 12.5 µM; 96,000 compounds, 0.15% hits;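 active = mean replicate inhibition above about 25%, with at least 55% of replicates also reaching it, limit read from the data, passing the limit was not always enough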
# Target sequence (Q9H3R0 2-372 limits assumed): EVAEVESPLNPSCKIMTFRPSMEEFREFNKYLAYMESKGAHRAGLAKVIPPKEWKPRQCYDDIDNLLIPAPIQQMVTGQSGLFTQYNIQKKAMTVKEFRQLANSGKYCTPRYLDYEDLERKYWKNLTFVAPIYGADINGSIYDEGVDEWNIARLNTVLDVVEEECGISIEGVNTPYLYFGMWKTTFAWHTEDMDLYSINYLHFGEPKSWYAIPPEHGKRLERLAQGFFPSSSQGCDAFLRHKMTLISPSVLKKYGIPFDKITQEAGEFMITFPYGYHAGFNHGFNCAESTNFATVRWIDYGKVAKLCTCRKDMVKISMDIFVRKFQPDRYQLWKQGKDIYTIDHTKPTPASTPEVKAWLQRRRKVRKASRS
#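 Test system: N-terminal GST-fused human GASC-1 (KDM4C) fragment, residues 2-372; quantity: GASC-1 enzyme at 10 nM final in reaction; dosing: single dose; schedule: 30 min demethylation and 1 h detection at room temperature; signal: LANCE TR-FRET, excitation 340 nm, emissions 618 and 671 nm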
# Pf Dd2 growth: inhibitors of Plasmodium falciparum Dd2 growth. P. falciparum Dd2 growth, SYBR Green, 72 h; active compounds read low. activity change, % at 10 µM. 94,000 compounds, 2.3% hits; in the data active = activity change below about -80%
# T cruzi growth: T. cruzi proliferation inhibition; T. cruzi beta-gal in NIH3T3, GalScreen luminescence, 90 h; inhibition, % at 8.34 µM; 77,000 compounds, 5.9% hits;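 active = mean inhibition above about 93%, with at least 55% of replicates each passing it, limit read from the data, passing the limit was not always enough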
# C diff growth: inhibitors of Clostridium difficile growth. growth activity, negative = inhibition, % at 16 µg/mL (by protocol). Clostridium difficile clinical isolate growth, OD600, 24 h; active compounds read low. 86,000 compounds, 0.25% hits;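 active = mean growth activity at or below -80% and every replicate also at or below -80%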;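 note: 0% = DMSO wells and -100% = levofloxacin 16 µg/mL wells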
# An asterisk follows results filed as active; · = not tested or not shown; & = joins results of further samples.
# Sequence of screens – T cruzi growth	C diff growth	KDM4C inh	Pf Dd2 growth
COc1ccccc1C(=O)Nc1ccc2c(c1)C(=O)N(C)C[C@@H](OC)[C@@H](C)CN[C@@H](C)CO2
 : -20	·	0.4	1
CCC(=O)N1CC(=O)N2[C@H](C1)[C@@H](c1ccc(C#CC3CCCC3)cc1)[C@@H]2CO
 : ·	-6	0.6	-3
COc1ccc(S(=O)(=O)N(C)C[C@H]2Oc3cc(C#CC4CC4)ccc3S(=O)(=O)N([C@H](C)CO)C[C@H]2C)cc1
 : 107*	-1	-0.4	-61
CCCC(=O)Nc1ccc2c(c1)OC[C@H](C)N(CC1CCCC1)C[C@@H](C)[C@H](OC)CN(C)C2=O
 : 11	·	2.5	-26
CC(C)CC#Cc1ccc2c(c1)O[C@@H](CN(C)C(=O)NC(C)C)[C@@H](C)CN([C@H](C)CO)S2(=O)=O
 : 51	·	0.2	-25
CC(=O)N(C)C[C@@H]1Oc2ncc(-c3cncnc3)cc2C(=O)N([C@@H](C)CO)C[C@H]1C
 : -9	-4	0.2	17
COCC#Cc1ccc([C@@H]2[C@H]3CN(S(=O)(=O)c4ccc(OC)cc4)CCCCN3[C@H]2CO)cc1
 : 99*	-4	0.3	-20
O=C(C[C@H]1C[C@H]2c3cc(NS(=O)(=O)c4ccccc4)ccc3O[C@H]2[C@@H](CO)O1)NCC(F)(F)F
 : -36	-6	-0.2	17
O=C(C[C@@H]1CC[C@@H]2[C@H](COC[C@H](O)CN2C(=O)c2ccccc2)O1)NCCCN1CCOCC1
 : 0	1&-3	-1.4	-5
CCC(=O)N1C[C@H](C)[C@H](OC)CN(C)C(=O)c2cc(NC(=O)c3ccc(F)cc3)ccc2OC[C@@H]1C
 : 7	·	1.1	-46
COc1ccc(CN(C)C[C@H]2Oc3ccc(NC(=O)Nc4ccc(OC)cc4)cc3CC(=O)N([C@H](C)CO)C[C@H]2C)cc1
 : 41	7	-0.3	1
Cc1cccc(S(=O)(=O)N2CC[C@@H]3[C@H]2c2cc(-c4ccccc4F)ccc2N[C@@H]3CO)c1
 : 15	5	0.0	62
CC(=O)N1[C@@H](CO)[C@@H](c2ccccc2)[C@@H]1CN(C)C(=O)c1ccccc1F
 : 92	18	0.8	-16
COc1cccc(S(=O)(=O)N[C@@H]2CC[C@H](CCn3cc(-c4ccccc4)nn3)O[C@H]2CO)c1
 : 1	-7	0.8	-13
O=C(Nc1ccccc1F)N1C[C@@H]2[C@H](c3ccccc31)[C@H](CO)N2C(=O)C1CCOCC1
 : 107*	-1	1.0	-79
COc1ccc(C#Cc2ccc3c(c2)[C@H]2[C@H](CCN2C(=O)C2CCOCC2)[C@H](CO)N3)cc1
 : 13	-9	-0.9	-30
CN(C)C(=O)C[C@H]1CC[C@H]2[C@@H](COC[C@@H](O)CN2Cc2nccs2)O1
 : -59	0&-6	-0.2	33
C[C@@H]1CN([C@@H](C)CO)C(=O)Cc2cc(NC(=O)Nc3ccc(F)cc3)ccc2O[C@H]1CN(C)C(=O)Nc1ccc(F)cc1
 : 8	1	-0.7	-20
CCCC(=O)Nc1ccc2c(c1)OC[C@H](C)N(Cc1ccccc1F)C[C@H](C)[C@H](OC)CN(C)C2=O
 : 23	·	0.6	-13
O=C(C[C@H]1C[C@H]2c3cc(NC(=O)CC4CC4)ccc3O[C@H]2[C@@H](CO)O1)NCc1ccc(-c2ccccc2)cc1
 : -3	-10	2.0	-2
NCC[C@@H]1CC[C@@H](NC(=O)C2CCCCC2)[C@@H](CO)O1
 : ·	1	-4.4	16
O=C(Nc1ccccc1)N1CCCCN2[C@H](C1)[C@@H](c1ccc(-c3ccccc3)cc1)[C@@H]2CO
 : 83	14	-0.8	-33
N#C[C@H]1[C@@H](c2ccccc2C2=CCCC2)[C@H](CO)N1C(=O)c1cccc(F)c1
 : ·	-6	-1.2	-37
COc1ccc(NC(=O)Nc2ccc3c(c2)C(=O)N([C@@H](C)CO)C[C@H](C)[C@H](CN(C)C(=O)Nc2c(C)noc2C)O3)cc1
 : -56	·	-0.7	29
O=C(C[C@H]1CC[C@H](NC(=O)c2ccccc2)[C@H](CO)O1)NCCc1ccncc1
 : ·	1	3.7	·
O=S(=O)(c1ccccc1F)N1CC[C@H]2[C@H](CO)Nc3ccc(-c4ccccc4F)cc3[C@H]21
 : 59	-6	-2.2	-70
O=C(c1ccccn1)N1CC[C@@H]2[C@@H](CO)Nc3ccc(-c4ccc(F)cc4)cc3[C@@H]21
 : 112*	-9	-0.3	21
C[C@H](CO)N1C[C@H](C)[C@H](CN(C)C(=O)CCCN(C)C)OCCCC[C@H](C)Oc2ccc(NS(C)(=O)=O)cc2C1=O
 : 11	1	0.1	·
COc1ccccc1CNC(=O)C[C@@H]1CC[C@@H]2[C@H](COC[C@@H](O)CN2C(=O)Nc2ccc(Cl)cc2)O1
 : 44	·	1.1	-9
O=C(Cc1ccncc1)NCC[C@@H]1CC[C@@H](NC(=O)C2CCCC2)[C@@H](CO)O1
 : ·	-1	1.6	14

# 3 entries picked at random from the list so far:
# Sequence of screens – T cruzi growth	C diff growth	KDM4C inh	Pf Dd2 growth
O=C(Nc1ccccc1)N1CCCCN2[C@H](C1)[C@@H](c1ccc(-c3ccccc3)cc1)[C@@H]2CO
 : 83	14	-0.8	-33
COc1ccccc1CNC(=O)C[C@@H]1CC[C@@H]2[C@H](COC[C@@H](O)CN2C(=O)Nc2ccc(Cl)cc2)O1
 : 44	·	1.1	-9
C[C@H](CO)N1C[C@H](C)[C@H](CN(C)C(=O)CCCN(C)C)OCCCC[C@H](C)Oc2ccc(NS(C)(=O)=O)cc2C1=O
 : 11	1	0.1	·

# Other structures follow:
# Sequence of screens – T cruzi growth	C diff growth	KDM4C inh	Pf Dd2 growth
O=C(NC1CCCC1)N1CCCCN2[C@@H](CO)[C@@H](c3ccc(-c4cncnc4)cc3)[C@@H]2C1
 : 39	10	0.3	15
CCNC(=O)C[C@@H]1CC[C@H]2[C@@H](COC[C@H](O)CN2C(=O)C2CCCC2)O1
 : -6	·	-3.0	2
C[C@H](CO)N1C[C@H](C)[C@@H](CN(C)CC2CCCCC2)Oc2ccc(NC(=O)Nc3ccc(F)cc3)cc2CC1=O
 : 50	19	0.0	-90*
COc1ccc(S(=O)(=O)Nc2ccc3c(c2)C(=O)N([C@H](C)CO)C[C@H](C)[C@@H](CN(C)C(=O)Nc2ccc(C(F)(F)F)cc2)O3)cc1
 : 2	0	-0.5	-14
COc1ccc(-c2ccc3n(c2=O)C[C@H]2[C@H](CO)[C@@H](C(=O)N4CCOCC4)[C@@H]3N2C)cc1
 : 26	-2	-0.1	·
CCNC(=O)C[C@@H]1C=C[C@@H](NC(=O)NC2CCCCC2)[C@@H](CO)O1
 : ·	-1	0.0	2
C[C@@H]1CN([C@H](C)CO)C(=O)c2cc(NC(=O)C3CC3)ccc2O[C@H]1CN(C)S(=O)(=O)c1cccs1
 : 22	5	-0.6	13
C[C@H](CO)N1C[C@H](C)[C@@H](CN(C)Cc2ccc(-c3ccccc3)cc2)Oc2ccc(NC(=O)C3CC3)cc2CC1=O
 : 105*	10	-2.4	-19
O=C(c1cnccn1)N1CC2(C1)[C@H](c1ccccc1)[C@H](CO)N2C(=O)c1ccccc1
 : ·	-1	-0.1	22
COc1ccc(CN(C)C[C@@H]2Oc3c(NC(=O)NC4CCCCC4)cccc3C(=O)N([C@H](C)CO)C[C@@H]2C)cc1
 : 34	-1	-1.0	-9
C[C@H](NC(=O)C[C@H]1CC[C@@H]2[C@H](COC[C@H](O)CN2C(=O)Nc2cc(Cl)cc(Cl)c2)O1)c1ccccc1
 : 36	·	-0.5	6
CO[C@H]1CN(C)C(=O)c2cc(NC(=O)C3CC3)ccc2OC[C@@H](C)N(C(=O)C2CCCCC2)C[C@H]1C
 : -10	·	1.4	-10
COc1ccc(NC(=O)Nc2cccc3c2O[C@H](CN(C)S(=O)(=O)c2ccc(Cl)cc2)[C@H](C)CN([C@@H](C)CO)C3=O)cc1
 : 14	2	0.3	-19
N#Cc1ccc(-c2ccc([C@@H]3[C@@H](CO)N4C(=O)CN(C(=O)C5CCCC5)C[C@@H]34)cc2)cc1
 : ·	3	-1.1	-60
COc1ccc(S(=O)(=O)N2C[C@H](O)COC[C@H]3O[C@H](CC(=O)N[C@H]4CCN(Cc5ccccc5)C4)CC[C@@H]32)cc1
 : 38	2&-3	-3.2	·
CC(C)CC#Cc1ccc2c(c1)O[C@H](CN(C)Cc1ccccn1)[C@@H](C)CN([C@@H](C)CO)S2(=O)=O
 : 132*	17	-0.1	-74
C[C@@H]1CN([C@H](C)CO)S(=O)(=O)c2ccc(/C=C/c3ccccc3)cc2O[C@@H]1CN(C)C(=O)Nc1cccc(F)c1
 : 124*	12	-2.0	-66
COc1ccc(NC(=O)N2CCCCN3[C@@H](CO)[C@H](c4ccc(C#CCC(C)C)cc4)[C@@H]3C2)cc1
 : 114*	-5	-4.6	-78
COc1ccc(NC(=O)Nc2cccc3c2O[C@@H](CN(C)Cc2ccncc2)[C@@H](C)CN([C@H](C)CO)C3=O)cc1
 : ·	2	0.3	8
CN1C(=O)c2cc(NC(=O)c3ccno3)ccc2OC[C@H]2O[C@@H](CC(=O)NC3Cc4ccccc4C3)CC[C@@H]21
 : 32	8	-1.4	-12
COc1ccc(S(=O)(=O)N(C)C[C@H]2Oc3ccc(NS(=O)(=O)c4cccs4)cc3CC(=O)N([C@H](C)CO)C[C@H]2C)cc1
 : 68	7	-0.8	-5
C[C@@H]1CN([C@@H](C)CO)C(=O)Cc2cc(NC(=O)CCC(F)(F)F)ccc2O[C@@H]1CN(C)Cc1ccc(Oc2ccccc2)cc1
 : 41	4	-1.0	-12
C[C@H](CO)N1C[C@H](C)[C@@H](CN(C)C(=O)C2CCCCC2)Oc2cc(C3=CCCC3)ccc2S1(=O)=O
 : 84	-4	-3.6	-26
CCC(=O)Nc1ccc2c(c1)OC[C@@H](C)N(C(=O)NC(C)C)C[C@@H](C)[C@H](OC)CN(C)C2=O
 : ·	-4	0.9	-56
CNC[C@@H]1Oc2c(NC(=O)Nc3c(C)noc3C)cccc2C(=O)N([C@H](C)CO)C[C@@H]1C
 : 17	1	-0.6	25
CO[C@H]1CN(C)C(=O)c2cc(NC(=O)c3ccc(F)cc3)ccc2OC[C@@H](C)N(Cc2cocn2)C[C@@H]1C
 : -6	·	2.6	-5
COc1cccc(-c2ccc3c(c2)[C@@H]2[C@@H](CCN2C(=O)CN2CCOCC2)[C@H](CO)N3)c1
 : 88	-5	-0.5	-59
Cc1ccccc1S(=O)(=O)NCC[C@@H]1CC[C@H](NC(=O)C2CC2)[C@@H](CO)O1
 : ·	0	1.0	-7
OC[C@@H]1[C@@H](c2ccc(-c3cccnc3)cc2)[C@@H]2CN(CC3CCOCC3)CCCCN12
 : -47	-1	·	-55
COc1cccc(-c2ccc3n(c2=O)C[C@@H]2[C@@H](CO)[C@H](C(=O)NCC4CC4)N(C)[C@H]32)c1
 : 50	5	3.8	0

# Five compounds from above, sorted by heavy-atom count, falling.
# Sequence of screens – T cruzi growth	C diff growth	KDM4C inh	Pf Dd2 growth
CN1C(=O)c2cc(NC(=O)c3ccno3)ccc2OC[C@H]2O[C@@H](CC(=O)NC3Cc4ccccc4C3)CC[C@@H]21
 : 32	8	-1.4	-12
CO[C@H]1CN(C)C(=O)c2cc(NC(=O)c3ccc(F)cc3)ccc2OC[C@@H](C)N(Cc2cocn2)C[C@@H]1C
 : -6	·	2.6	-5
CC(C)CC#Cc1ccc2c(c1)O[C@H](CN(C)Cc1ccccn1)[C@@H](C)CN([C@@H](C)CO)S2(=O)=O
 : 132*	17	-0.1	-74
OC[C@@H]1[C@@H](c2ccc(-c3cccnc3)cc2)[C@@H]2CN(CC3CCOCC3)CCCCN12
 : -47	-1	·	-55
Cc1ccccc1S(=O)(=O)NCC[C@@H]1CC[C@H](NC(=O)C2CC2)[C@@H](CO)O1
 : ·	0	1.0	-7

# (further entries)
# Sequence of screens – T cruzi growth	C diff growth	KDM4C inh	Pf Dd2 growth
CCC(=O)NC[C@H]1[C@@H](c2ccc(-c3ccc(OC)cc3)cc2)[C@@H](CO)N1C(C)=O
 : ·	-1	0.4	2
O=C(C[C@@H]1C[C@H]2c3cc(NC(=O)C4CCC4)ccc3O[C@H]2[C@H](CO)O1)NCc1ccncc1
 : -16	0	-1.1	1
Cc1ccccc1S(=O)(=O)N1C[C@H](O)COC[C@@H]2O[C@H](CC(=O)NCc3ccccc3Cl)CC[C@H]21
 : 69	9&0	0.4	·
C[C@H]1CN([C@@H](C)CO)C(=O)c2cc(NC(=O)C3CC3)ccc2O[C@H]1CN(C)C(=O)Nc1ccc2c(c1)OCO2
 : 7	4	0.6	27
C[C@H](CO)N1C[C@H](C)[C@H](CN(C)S(=O)(=O)c2ccccc2)Oc2ccc(NC(=O)Cc3ccccc3)cc2CC1=O
 : 36	0	0.2	-54
COCC(=O)N[C@@H]1C=C[C@H](CC(=O)N2CCCCC2)O[C@@H]1CO
 : -6	·	0.1	13
COc1ccc(CN(C)C[C@@H]2Oc3ccc(NS(=O)(=O)c4cccs4)cc3C(=O)N([C@@H](C)CO)C[C@H]2C)cc1
 : 0	0	-0.2	5
CCCNC(=O)N1CC2(CCN(S(=O)(=O)CC)CC2)c2c(n(C)c3cc(OC)ccc23)[C@H]1CO
 : ·	6	-0.1	-12
CC(C)NC(=O)N(C)C[C@@H]1Oc2ncc(C#CCc3ccccc3)cc2C(=O)N([C@@H](C)CO)C[C@H]1C
 : 17	4	2.9	-56
CCCNC(=O)N(C)C[C@H]1Oc2ncc(-c3ccncc3)cc2C(=O)N([C@H](C)CO)C[C@H]1C
 : 10	2	-1.3	-5
